Compound activity as filed in PubChem BioAssay.
GalR3 antagonist – human GalR3 antagonism; O60755; HEK293 GalR3-CNG cAMP membrane potential fluorescence; galR3 body fused to GalR1 C-terminus; inhibition, % at 3 µM; 0.44% of 360,000 active; AID 651719;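 active = inhibition above the screen-wide average plus 3 SD, cut at about 13% in these data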;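 also: forskolin and galanin both at EC90 stimulate the cells; cAMP rise reported by CNG channel membrane potential dye signal; 0% = forskolin plus galanin with DMSO and 100% = forskolin alone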
Target sequence (O60755 1-299 limits assumed): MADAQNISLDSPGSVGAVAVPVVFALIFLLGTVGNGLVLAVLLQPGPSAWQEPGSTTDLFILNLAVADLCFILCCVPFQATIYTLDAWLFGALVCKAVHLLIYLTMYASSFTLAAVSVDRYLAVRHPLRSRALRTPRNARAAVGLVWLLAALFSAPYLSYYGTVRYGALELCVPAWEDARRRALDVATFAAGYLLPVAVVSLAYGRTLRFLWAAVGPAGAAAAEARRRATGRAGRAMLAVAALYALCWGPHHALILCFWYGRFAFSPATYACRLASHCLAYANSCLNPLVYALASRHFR
Starred values were filed as active, the others as inactive.

Compound	GalR3 antagonist
CCN(CC)C(=O)[C@H]1C[C@H](CC(=O)NC/C=C(\C)CCC=C(C)C)C(=O)N2CCc3c([nH]c4cc(-c5ccco5)ccc34)[C@]12C	-6
CC[C@]12c3[nH]c4ccc(OC)cc4c3CCN1C(=O)C(CC(=O)NCCc1ccccn1)C[C@@H]2C(=O)N1CCN(C(=O)c2ccco2)CC1 (stereo partly drawn)	-4
CC(C)c1cc(C(=O)N(C)C2CCCN(Cc3ccccc3F)C2)n(C)n1 (stereo not drawn)	-9
N/C(=N\N=Cc1ccc2c(c1)OCO2)NN=Cc1ccc2c(c1)OCO2	-2
C[C@H](CO)N1C[C@H](C)[C@H](CN(C)C(=O)Nc2ccc3c(c2)OCO3)Oc2ncc(Br)cc2C1=O	-7
COCCNC(=O)C1CCCN(C(=O)c2nc(C)oc2C)CC1 (stereo not drawn)	-7
CCNC(=O)C1(C)CCCN(Cc2ccc(-c3ccccn3)cc2)C1 (stereo not drawn)	-4
CCCn1nc(C(=O)Nc2cccc(S(=O)(=O)N3CCOCC3)c2)c2ccccc2c1=O	7
O=C(NCc1cccc(Cl)c1)c1ccc(S(=O)(=O)N2CCCCC2)cc1	1
Cc1ccc([C@H]2N[C@]3(CCCN(CC4CCCCC4)C3=O)[C@H]3C(=O)N(C)C(=O)[C@@H]23)cc1	-3
CCCCN(C(=O)C1CCCC1)c1c(N)n(CCC)c(=O)[nH]c1=O	-3
Cc1ccc(S(=O)(=O)N(C)[C@H]2C[C@H]3c4[nH]c5c(-c6ccccc6)cccc5c4CCN3C(=O)[C@H]2[C@H](C)O)cc1	0
CC[C@]12c3[nH]c4ccc(OC)cc4c3CCN1C(=O)C(CC(=O)NCCN1CCOCC1)C[C@@H]2C(=O)N1CCN(C(=O)c2ccco2)CC1 (stereo partly drawn)	3
O=[N+]([O-])c1ccc(NN=Cc2ccco2)nc1	-8
COc1ccccc1N1CCCSC1=Nc1ccccc1	-6
Cc1onc(-c2ccccc2)c1C(=O)OCC(=O)Nc1ccccc1	-1
NC(=O)C(CCc1nc2ccccc2[nH]1)NS(=O)(=O)c1ccccc1 (stereo not drawn)	3
CCOC(=O)C[C@@H]1OC[C@H](CO)N1S(=O)(=O)c1ccc(C)cc1	-3
O=C(Nc1ccc(Cl)cc1)c1ccc2sc([C@@H]3O[C@H](CO)[C@@H](O)[C@H]3O)nc2c1	-4
C[C@@H]1CN([C@H](C)CO)C(=O)c2cc(-c3ccc(F)cc3)cnc2O[C@H]1CN(C)C(=O)c1ccc(F)cc1	4
CC(=O)Nc1cccc(/C(C)=N/Nc2ccc(S(=O)(=O)Nc3ccccc3C(=O)O)cc2[N+](=O)[O-])c1	-2
Cc1noc(C)c1C(=O)N1CCC1(C)C(=O)NS(=O)(=O)c1ccccc1C(F)(F)F (stereo not drawn)	-2
CC1=C(SCc2ccccc2)C(=O)c2ccccc2C1=O	-6
O=C(NCc1ccccc1)c1ccc(NC(=O)C2CCC2)cc1	2
Cc1ccc(S(=O)(=O)N[C@H](CO)C(C)C)cc1	-7

Following part
Compound	GalR3 antagonist
CC1C(C)N(C(=O)CCCl)c2ccccc2N1C(=O)CCCl (stereo not drawn)	-2
NC(=O)c1ncn([C@@H]2O[C@H](CNS(=O)(=O)c3cc(S(=O)(=O)c4ccccc4)cs3)[C@@H](O)[C@H]2O)n1	-5
Cc1cn(CC(=O)NCCCN2CCCC2=O)c(=O)[nH]c1=O	-2
CC(=O)Nc1ccc(C(=O)N2CCCC(c3cc(C(=O)NCc4ccc(F)cc4)no3)C2)cc1 (stereo not drawn)	-7
COCCNC(=S)N(C)[C@H]1C[C@H]2c3[nH]c4c(-c5ccc6c(c5)OCO6)cccc4c3CCN2C(=O)[C@H]1[C@H](C)O	-5
O=C(OCc1ccccc1)N1CCC2CC1c1cc(N3CCN(S(=O)(=O)c4cc(Cl)cc(Cl)c4)CC3)ccc12 (stereo not drawn)	-5
C=C1[C@H]2O[C@H]2[C@@H](OC(C)=O)[C@@]2(C)[C@@H](OC(C)=O)C[C@@H](OC(C)=O)[C@@](C)(O)[C@@H]2[C@@H](OC(C)=O)[C@@]2(O)[C@@H](C)C(=O)O[C@H]2[C@H]1Cl	1
CC(=O)c1cc2c(cc1F)C(C)(C)CCC2(C)C	-5
COC(=O)[C@@]1(Cc2ccc(OC)cc2)[C@H]2c3cc(C(=O)N4CCCC4)n(Cc4ccccc4)c3C[C@H]2CN1C(=O)c1ccccc1	-6
COc1ccc(/C=C/C(=O)N(CCC(N)=O)c2ccccc2)cc1S(=O)(=O)N1CCOCC1	-1
O=C(CSc1nnc2ccc(-c3ccccn3)nn12)Nc1cccc(F)c1	-1
Nc1ncnn1Cc1ccccc1	0
Cc1ccccc1-c1ccc2c(c1)[C@@H]1C[C@H](N(C)C(=O)c3ccco3)[C@H]([C@H](C)O)CN1CC2	-6
CN(CC(=O)NCCc1ccc(S(N)(=O)=O)cc1)CC(=O)Nc1ccc(Cl)c(C(F)(F)F)c1	-7
Cc1ccc(NC(=O)Nc2nnc([C@@H]3C[C@H](O)[C@@H](CO)O3)s2)cc1	-6
O=C1NC(Cc2ccccc2)c2nc3ccc(F)cc3c(=O)n2-c2cc3ccccc3cc21 (stereo not drawn)	-5
CC1(C(=O)NS(=O)(=O)c2cccc(OC(F)F)c2)CCN1C(=O)C/C=C/c1ccccc1 (stereo not drawn)	-6
COc1ccc(S(=O)(=O)N2CCc3ccccc32)cc1C(=O)NCc1ccco1	-7
CN(C)CCN(Cc1ccccc1)C(=O)c1[nH]c(C(F)(F)F)nc1-c1ccccc1	-5
O=C(O)c1ccccc1C(=O)Nc1ccc(Nc2ccccc2)cc1	-5
CC(=O)c1c(C)[nH]c(C(=O)CSc2nnc(NC3CC3)s2)c1C	2
O=[N+]([O-])c1ccc2c(c1)CO[C@]21O[C@H](CCO)C[C@H](O)[C@H]1O	-5
CC1Cc2[nH]c(=S)[nH]c(=O)c2C(c2ccc(C(C)C)cc2)O1 (stereo not drawn)	2
CCCN(C(=O)C1CCCN(c2ncnc3c2nc2n3CCCCC2)C1)c1ccccc1C (stereo not drawn)	0
COc1cc(/C=C/CNC[C@H]2O[C@@H](n3cc(C)c(=O)[nH]c3=O)C[C@@H]2O)ccc1O	-3

Following part
mol | GalR3 antagonist
CSC1=Nc2sc3c(c2C2=NCCN12)CC(C)(C)OC3 | 2
CCOc1cc2c(cc1OCC)C(c1ccc(O)c(OC)c1)NCC2 (stereo not drawn) | -3
O=C(C[C@H]1CC[C@H]2[C@@H](COC[C@H](O)CN2Cc2ccccc2)O1)NCCCN1CCOCC1 | -5
Clc1cccc(CNc2ccn3nc(-c4ccco4)cc3n2)c1 | -6
O=S(=O)(NCCc1ccccc1)c1ccc(F)cc1Br | -5
COc1cccc(CN2CC(C(=O)NCCc3cn4cccnc4n3)CCC2=O)c1 (stereo not drawn) | -6
O=C1C=C(c2ccccc2)C(c2ccccc2)C1 (stereo not drawn) | -6
CC(=O)Nc1ccc2c(c1)[nH]c(=O)c1ccccc12 | -6

Further compounds follow.
mol | GalR3 antagonist
COc1cc(-c2c(C(=O)c3ccccc3)[nH]c(N)c2C(=O)NCCc2c[nH]c3ccccc23)ccc1F | -8
O=C(CC1SC(N2CCOCC2)=NC1=O)Nc1ccc(Cl)cc1 (stereo not drawn) | -5
COc1ccc([C@H]2N[C@]3(CCCN(CC4CCCCC4)C3=O)[C@H]3C(=O)N(Cc4ccccc4)C(=O)[C@@H]23)cc1 | -2
CN(C)c1ncnc2c1ncn2[C@H]1CN(Cc2ccc(-c3ccccc3)cc2)C[C@@H](CO)O1 | -2
Cc1cccc(COC[C@H](Cc2ccccc2)N2CCN(C(=O)c3ccc(Cl)c(Cl)c3)CCC2=O)c1 | -6
CC(=O)NC[C@H]1O[C@@H](n2ccc(N)nc2=O)[C@H](O)[C@@H]1O | -6
COc1ccc(CNC2C[C@H]3CCCC(=O)N4CC[C@@H](C2)[C@@H]34)cc1 (stereo partly drawn) | -6
C(=C\c1ccccc1)/CN1CCN(C(c2cc3ccccc3o2)c2nnnn2-c2ccc3c(c2)OCCO3)CC1 (stereo not drawn) | -7

Later entries
mol | GalR3 antagonist
CC(C)[C@@H]1CC2=C(C(=O)OC(C)(C)O2)[C@H](CCc2ccccc2)O1 | -6
O=C(OCC1OC(n2ccc(=O)[nH]c2=O)C2OC12)c1ccccc1 (stereo not drawn) | -5
COC(=O)[C@@]12C[C@@H](CC(=O)N3CCSCC3)C(=O)N(Cc3ccco3)C1=CCC(C)(C)C2 | 2
O=C(NC1CCCCCC1)c1[nH]c(C(F)(F)F)nc1-c1ccccc1 | -5
CN(C)C(=O)c1ccc(NC(=O)COc2cccc3c2OC(C)(C)C3)cc1 | -2
CN1OC[C@@H]2CN(Cc3ccc(Cl)cc3)[C@H](c3ccc(N4CCCCC4)cc3)C[C@@H]21 | -7
CCOC(=O)c1cc2c(c(-c3ccccc3)n1)[C@H](CCO)N(S(=O)(=O)C(C)(C)C)C2 | -1
CCOC(=O)[C@]12CCC=C1N(Cc1ccc(Cl)cc1Cl)C(=O)[C@H](CC(=O)N1CCCC1)C2 | -6

Additional compounds.
mol | GalR3 antagonist
Cc1cccc(N2CCN(C(=O)CN3C(=O)NC4(CCCCCC4)C3=O)CC2)c1C | -2
O=C(OCc1cn([C@H]2CN(C(=O)C3CCCCC3)[C@@H](c3ccc(Cl)cc3)C[C@@H]2O)nn1)c1ccccc1 | -7
CCCCNc1nc2c(c(=O)[nH]c(=O)n2C)n1CCCc1ccccc1 | 1
COc1ccc(CN2CCNC(=O)C2CC(=O)N(C)C2CCOCC2)cc1OC (stereo not drawn) | -4
C/C=C/C=C/C(=O)c1cc(C)c(OC(=O)CNC(=O)OC(C)(C)C)c(C)c1O | -4
CCOC(=O)c1c(Nc2ccc(OC)cc2)n[nH]c1C | -6
Cn1c(=O)c2cc(NC(=O)CCc3cccc(Cl)c3)ccc2n1Cc1cccc(C(F)(F)F)c1 | -9
C[C@@H]1CN([C@@H](C)CO)C(=O)CCCn2nncc2CO[C@@H]1CN(C)S(=O)(=O)c1cccs1 | -8

(listing goes on)
mol | GalR3 antagonist
c1ccc2nc(N3CCOCC3)c(N3CCCC3)nc2c1 | -3
O=C(NCCc1ccccc1)c1c[nH]c2ccccc2c1=O | 2
CCOC(=O)c1cc(C)nnc1C(=O)OCC | -6
CC(=O)C1=CCC(c2ccccc2)N(S(=O)(=O)c2cccc(C)c2)C1 (stereo not drawn) | -9
Cc1cc(N2CCN(C(C(=O)NC3CCCC3)C(C)C)CC2)c2ccccc2n1 (stereo not drawn) | -6
COc1cc(Cl)ccc1OC1(C)CCN(Cc2ccc3ccccc3c2)C1 (stereo not drawn) | -3
CSCCC(NC(=O)c1ccc(Cl)cc1Cl)C(=O)N1CCCCCCC1 (stereo not drawn) | 0
CCCCn1nnnc1C(c1ccccc1)N1CCN(c2ccccn2)CC1 (stereo not drawn) | -5

Reformatted with the structure last: entries from further up
| GalR3 antagonist | canonical_smiles |
| --- | --- |
| -6 | CCOC(=O)c1cc(C)nnc1C(=O)OCC |
| -9 | CC(=O)C1=CCC(c2ccccc2)N(S(=O)(=O)c2cccc(C)c2)C1 (stereo not drawn) |
| -6 | Cc1cc(N2CCN(C(C(=O)NC3CCCC3)C(C)C)CC2)c2ccccc2n1 (stereo not drawn) |
| -3 | COc1cc(Cl)ccc1OC1(C)CCN(Cc2ccc3ccccc3c2)C1 (stereo not drawn) |

(list continues)
mol | GalR3 antagonist
CCCCn1c(N)c(N(C(=O)CSc2nnnn2-c2ccc(C)cc2)C2CCCC2)c(=O)[nH]c1=O | -7
Cc1cc(F)ccc1-c1cc(C(=O)NC(C)C)[nH]n1 | -8
Cc1cnc(CNC(=O)c2csc([C@@H]3O[C@H](CO)[C@H](O)[C@H](O)[C@H]3O)n2)cn1 | -4
C[C@@H]1CN([C@@H](C)CO)S(=O)(=O)c2ccc(Br)cc2O[C@H]1CN(C)Cc1ccccc1F | -7
CC(=O)N(CC#CCN(C(C)=O)c1ccccc1)c1ccccc1 | -1
CC(=O)Nc1cccc(-c2cc(NC=O)c3ncc(-c4ccc(F)c(Cl)c4)n3c2)c1 | -5
CN1CCCN(S(=O)(=O)c2ccccc2)c2nc3ccccc3nc21 | 2
Cn1c(CCC(=O)Nc2ccc(S(C)(=O)=O)cc2)nc2cc(S(=O)(=O)N3CCOCC3)ccc21 | -4

Next compounds follow:
mol | GalR3 antagonist
CCOC(=O)c1cnc(N)nc1-c1ccccc1 | -6
CC1(c2nnnn2Cc2ccccc2)CCC(=O)N1CCc1c[nH]c2ccccc12 (stereo not drawn) | -4
O=S1(=O)c2c(Oc3cccc4ccccc34)cccc2OC(COCc2ccccc2)CN1C1CCCC1 (stereo not drawn) | -1
Nc1nc(-c2ccccc2)c(CCCOc2ccc(NC(=O)CBr)cc2)c(=O)[nH]1 | -5
CN(CC(=O)Nc1cc(Cl)ccc1-n1cncn1)Cc1ccccc1N1CCOCC1 | -6
Cc1ccc(Cc2c(-c3ccc(C#N)cc3)nc3ccc(Cl)cn23)cc1 | -7
Oc1cc(O)cc(C=Cc2ccc(O)c(O)c2)c1 | -3
COc1ccc(C(=O)OCC(=O)NCC2CCCCC2)c(OC)c1 | 0

An excerpt from above in order of the GalR3 antagonist value, highest first:
mol | GalR3 antagonist
COc1ccc(C(=O)OCC(=O)NCC2CCCCC2)c(OC)c1 | 0
O=S1(=O)c2c(Oc3cccc4ccccc34)cccc2OC(COCc2ccccc2)CN1C1CCCC1 (stereo not drawn) | -1
Oc1cc(O)cc(C=Cc2ccc(O)c(O)c2)c1 | -3
CC1(c2nnnn2Cc2ccccc2)CCC(=O)N1CCc1c[nH]c2ccccc12 (stereo not drawn) | -4
Nc1nc(-c2ccccc2)c(CCCOc2ccc(NC(=O)CBr)cc2)c(=O)[nH]1 | -5
CN(CC(=O)Nc1cc(Cl)ccc1-n1cncn1)Cc1ccccc1N1CCOCC1 | -6
Cc1ccc(Cc2c(-c3ccc(C#N)cc3)nc3ccc(Cl)cn23)cc1 | -7

(further entries)
mol | GalR3 antagonist
COc1cccc(C(=O)OCC(=O)N2CCc3ccccc32)c1OC | -2
O=C(CC(=O)c1ccccn1)c1ccccc1 | -5
COC(=O)C[C@@H]1CC[C@@H](NS(=O)(=O)c2ccc(F)cc2)[C@@H](CO)O1 | -4
CC1CCCC(NC(=O)CN2C(=O)NC(c3ccccc3)(c3ccccc3)C2=O)C1C (stereo not drawn) | -3

An excerpt; the hit share may differ from the screen's.
